High-throughput results as filed in PubChem.
PrPC surface inh = inhibitors of human cell surface prion protein PrPC, primary screen, cell-based, TR-FRET; Major prion protein (Homo sapiens), P04156; TR-FRET read-out; inhibition, % at 13.8 µM; 370,000 tested, 0.43% active; AID 720596, 2013; in the data active = inhibition above about 24%; also: 0% = median of the test wells and 100% = reference compound wells
BoNT F protease = BoNT/F light chain protease inhibitors, primary screen, biochemical, flow cytometry, MLPCN library | Botulinum neurotoxin type F light chain protease (Clostridium botulinum) | Multiplex microsphere protease cleavage assay | inhibition, % at 10 µM | 360,000 tested, 0.22% active; in the data active = inhibition above about 35%, passing the limit was not always enough; inconclusive = no clear call, values can overlap the other calls; also: plate controls were buffer without enzyme for full effect and enzyme alone for no effect
Y pestis TopoI = Yersinia pestis topoisomerase I inhibitors, primary screen, biochemical, cleavage product accumulation, plate reader, single point. DNA topoisomerase I (Yersinia pestis CO92). Y. pestis Topo-I cleavage product accumulation. activity, % at 10 µM. 360,000 tested, 0.064% active; in the data active = activity above about 50%, passing the limit was not always enough; inconclusive = no clear call, values can overlap the other calls; also: inactives centre near 2
BoNT A protease = BoNT/A light chain protease inhibitors, primary screen, biochemical, flow cytometry, MLPCN library; Botulinum neurotoxin type A light chain protease (Clostridium botulinum A str. ATCC 3502); multiplex microsphere protease substrate cleavage; inhibition, % at 10 µM; 360,000 tested, 0.17% active; also: plate controls were buffer without enzyme for full effect and enzyme alone for no effect
PfHsp40 rescue = rescue of yeast from PfHsp40 toxicity, primary screen, S. cerevisiae, ATP luminescence | S. cerevisiae expressing PfHsp40, growth rescue | growth rescue, % at 12.5 µM | 340,000 tested, 0.68% active | AID 504582, 2011; in the data active = growth rescue above about 28%, passing the limit was not always enough; inconclusive = no clear call, values can overlap the other calls;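 also: yeast W303a lacking pdr1 and pdr3 grown in galactose medium; growth measured after three days at 30 °C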
FadD28 FP inh = inhibitors of FadD28 bisubstrate probe binding, primary screen, biochemical, fluorescence polarization, single point; 360,000 tested, 0.22% active; Mycobacterium tuberculosis FadD28 fatty-acid-AMP ligase; inhibition, % at 12.5 µM; in the data active = inhibition above about 8.5%, passing the limit was not always enough; inconclusive = no clear call, values can overlap the other calls
TcdB GH inh = TcdB glycohydrolase inhibitors, primary screen, biochemical, single point, plate reader | TcdB glycohydrolase enzymatic assay | Toxin B (Clostridioides difficile), P18177 | inhibition, % at 9.99 µM | AID 652162, 2013 | 350,000 tested, 0.24% active; in the data active = inhibition above about 10%
Anthrax LF prot = Bacillus anthracis LF protease inhibitors, primary screen, biochemical, multiplex microsphere, MLPCN library | multiplex microsphere protease cleavage assay | inhibition, % at 10 µM | 360,000 tested, 0.12% active; also: plate controls were buffer without enzyme for full effect and enzyme alone for no effect
CCHF vOTU inh = CCHFV vOTU protease inhibitors, primary screen, biochemical, Pep-AMC substrate, fluorescence; Crimean-Congo hemorrhagic fever virus L polyprotein viral ovarian tumor (vOTU) protease …; AID 651958, 2012; 370,000 tested, 0.55% active; inhibition, % at 11.5 µM; in the data active = inhibition above about 30%; also: 0% = vehicle wells with enzyme and 100% = no enzyme wells
Starred values were filed as active, the others as inactive; ? = inconclusive; nt = not tested or not shown. Rule as the data show it, unless noted: active = inhibition above about 30%; inconclusive = no clear call, values can overlap the other calls; inactive = below that. Compounds were not picked by outcome. Share with any hit: about 2.3%.

SMILES	PrPC surface inh	BoNT F protease	Y pestis TopoI	BoNT A protease	PfHsp40 rescue	FadD28 FP inh	TcdB GH inh	Anthrax LF prot	CCHF vOTU inh
Cc1ccc(Cn2nc(C)c(NC(=O)c3cc(-c4ccco4)on3)c2C)cc1	nt	3.9	3.8	-0.3	0.0	-1.2	0.9	2.8	nt
Cc1ccc2c(CN3CCOCC3)cc(=O)oc2c1C	-4.5	22.0	10.4	0.1	-1.7	-3.2	-1.3	1.9	-0.4
NS(=O)(=O)c1ccc(NC(=O)COC(=O)CCc2c[nH]c3ccccc23)cc1	2.5	-4.2	2.9	-0.5	0.1	0.7	0.6	-16.2	-11.2
Cn1cc(Br)c(C(=O)n2cc(Br)cn2)n1	-2.7	-2.9	-0.3	-0.1	-0.5	-0.6	1.6	-0.5	-11.1
CSc1ccccc1NC(=O)CN(C)C(=O)Cc1c[nH]c2ccccc12	-0.7	-2.0	-2.6	2.5	-0.7	-2.2	1.0	3.8	-4.0
CCCc1cc(=O)oc2c3c(c4c(c12)OC(C)(C)C=C4)OC(C)C(C)C3O (configuration not stated)	7.1	-15.5	27.8	-0.2	-0.7	-4.5	1.7	-2.5	13.3
O=[N+]([O-])c1ccc(CN2CCN(Cc3c[nH]c4ccccc34)CC2)cc1	-14.1	-6.9	2.2	-1.8	-1.4	-2.3	3.4	-1.0	-4.8
C=CCC[C@@H](Cc1ccc(F)cc1)C(=O)OC[C@@H](C)NC(=O)[C@@H](CC=C)CC(=O)N[C@H](CO)Cc1ccccc1	-1.1	-5.9	8.5	0.2	7.0	-4.3	0.6	1.6	11.7
O=C(COC(=O)Cn1cnc2ccccc21)Nc1cccc2c1C(=O)c1ccccc1C2=O	-38.7	0.6	5.0	21.0	0.3	0.5	-0.5	6.6	-9.0
O=C(CSc1ncn[nH]1)Nc1ccnc2ccccc12	1.8	-2.2	-2.2	-0.6	-0.7	-4.2	0.3	0.8	2.6
CN1CCN(CC(=O)Nc2ccc(S(=O)(=O)N(C)C)cc2)CC1	7.6	-8.8	-1.9	-3.7	1.0	-1.8	0.9	-12.7	-12.3
CSc1cccc(NC(=O)Nc2ccccc2C(N)=O)c1	3.4	9.2	-5.4	-0.8	2.4	-1.5	1.6	8.5	-0.2
COc1ccc(CNC(=O)Nc2ccc(C)c(C)c2)cc1	-4.7	2.1	6.4	0.1	-0.9	-0.7	1.4	-1.3	10.5
COCCCNC(=O)CSc1nc2ccccc2c(=O)n1CCCC(=O)NCC1CCCO1 (configuration not stated)	4.2	-1.1	5.1	?	0.7	-0.3	nt	-2.9	2.5
CCSc1cc(N2CC(C)OC(C)C2)nc(-c2ccccc2Cl)n1 (configuration not stated)	3.3	4.5	13.3	-0.1	1.5	0.9	nt	-4.0	8.7
CCOC(=O)c1cnc2c(OC)cccc2c1Oc1ccccc1	-7.0	-21.7	14.1	-3.1	-1.3	-6.3	2.0	13.7	3.9
O=C(CN1CCN(Cc2ccccc2)CC1)Nc1ccc(F)c(F)c1	-8.9	?	6.6	3.7	0.0	-4.2	0.7	-1.3	6.8
Cc1cc(C)cc(NS(=O)(=O)c2ccc3[nH]c(=O)ccc3c2)c1	3.1	-1.9	-3.0	-3.3	0.4	-1.8	1.8	-4.5	14.0
Cc1ccc(Cl)cc1N1CCN(Cc2cc3c(cc2O)CCC3)CC1	4.3	?	5.4	?	1.5	-0.9	nt	?	-7.6
CN1/C(=C\C(=O)COC(=O)c2ccc(O)cc2)C(C)(C)c2ccccc21	5.6	-6.2	11.9	3.6	0.1	-0.4	0.5	-1.2	-2.7
Cc1occc1C(=O)Nc1cc(C(F)(F)F)ccc1Cl	-3.9	3.5	1.4	0.3	0.8	-0.8	nt	-3.4	-9.6
CN(C)CCCCOc1ccc(Br)cc1Cl	0.3	5.2	-3.2	0.2	-0.3	-3.0	-0.5	-9.1	2.3
CCCc1nc2ccc(NC(=O)c3ccco3)cc2c(=O)n1Cc1ccc(Cl)cc1	10.6	-2.7	1.7	-0.2	0.0	-4.7	nt	4.2	14.7
O=CNC(=O)c1ccccc1C(=O)O	-3.6	?	-0.8	-0.4	1.2	-3.6	nt	-6.2	8.7
COc1ccc(S(=O)(=O)N2CCNCC2)cc1OC	-7.2	-1.1	-4.0	0.1	-0.7	0.5	0.9	-1.0	-3.5

Reformatted with values under each structure: entries from further up.
Value order – PrPC surface inh | BoNT F protease | Y pestis TopoI | BoNT A protease | PfHsp40 rescue | FadD28 FP inh | TcdB GH inh | Anthrax LF prot | CCHF vOTU inh
- Cc1occc1C(=O)Nc1cc(C(F)(F)F)ccc1Cl
 : -3.9 | 3.5 | 1.4 | 0.3 | 0.8 | -0.8 | nt | -3.4 | -9.6
- CN(C)CCCCOc1ccc(Br)cc1Cl
 : 0.3 | 5.2 | -3.2 | 0.2 | -0.3 | -3.0 | -0.5 | -9.1 | 2.3
- CCCc1nc2ccc(NC(=O)c3ccco3)cc2c(=O)n1Cc1ccc(Cl)cc1
 : 10.6 | -2.7 | 1.7 | -0.2 | 0.0 | -4.7 | nt | 4.2 | 14.7
- O=CNC(=O)c1ccccc1C(=O)O
 : -3.6 | ? | -0.8 | -0.4 | 1.2 | -3.6 | nt | -6.2 | 8.7

(more compounds)
SMILES	PrPC surface inh	BoNT F protease	Y pestis TopoI	BoNT A protease	PfHsp40 rescue	FadD28 FP inh	TcdB GH inh	Anthrax LF prot	CCHF vOTU inh
O=C(COC(=O)c1ccccc1SCC(=O)N1CCCC1)NC1CCS(=O)(=O)C1 (configuration not stated)	-0.7	nt	0.9	nt	0.1	-2.1	1.0	nt	-3.1
Cc1ccc2c(c1)-c1c(cnn1CC(=O)Nc1ccccc1N1CCN(C)CC1)CO2	-7.4	-9.1	15.8	-0.3	-1.9	0.0	1.5	-0.8	1.6
O=C(Nc1ccccc1N(C(=O)c1ccco1)S(=O)(=O)c1cccs1)c1ccco1	-3.5	-13.8	-2.6	0.1	40.5*	-2.6	nt	-3.2	6.7
CCOc1ccc(NC(=O)CCC(=O)O)cc1	0.1	-0.9	5.8	-0.1	-1.0	-2.1	nt	1.2	-3.7
Cc1c(OCc2ccccc2)c(=O)ccn1Cc1ccccc1	2.4	-7.0	1.3	0.0	-0.2	-0.4	nt	-1.8	-0.3
C=CCSc1nc2sc(C)c(C)c2c(=O)n1CC=C	3.0	-1.3	25.9	-0.4	-1.4	-3.7	nt	6.1	-3.6
CCn1c(=S)sc2c(=O)n(CC(=O)Nc3ccccc3)c(C)nc21	7.1	-3.2	-2.0	-0.2	-0.8	-5.2	1.2	-0.2	10.7
COc1ccc(-c2nnc(SCC(=O)Nc3cccc(Cl)c3)o2)cc1	4.0	-21.4	5.8	?	0.0	2.2	nt	-19.6	0.9
CC(C)C1Oc2ccccc2N(CC(=O)N(C)C2CCCCC2)C1=O (configuration not stated)	-5.6	5.0	15.7	1.5	-0.3	-5.2	0.6	0.4	21.6
OCC[C@@H]1C[C@@H](O)[C@H](O)[C@@]2(CCCCO2)O1	-2.0	3.6	-3.6	-0.3	-0.4	-3.5	1.1	4.7	10.8
COc1ccc(/C=C/C(=O)OCCNC(=O)c2ccncc2)cc1OC	-2.9	-5.1	0.6	-0.9	0.1	0.4	-0.3	-7.0	0.8
Cc1cc(C)c(NC(=O)Nc2ccccc2)c(C)n1	-2.5	-5.9	8.7	-3.5	-0.1	-1.2	-0.7	-4.8	-1.8
COc1ccc(NC(=O)NNC(=O)c2cc3ccccc3cc2O)cc1	-4.4	3.8	9.6	-0.9	90.2*	-2.9	0.7	-3.5	3.0
COc1ccc(C(O)c2nc(-c3ccoc3)cs2)cc1 (configuration not stated)	2.6	9.4	-1.1	0.2	nt	0.0	-0.1	1.0	29.7*
S=C(c1ccc(-c2cccc(Cl)c2)o1)N1CCOCC1	-0.6	7.9	16.7	3.0	6.5	-4.1	0.0	7.2	3.5
CCOc1ccccc1OCCCC(=O)N(C)CC(=O)Nc1cc(C)ccc1C	5.4	1.0	0.4	0.0	-0.3	-1.0	2.1	-6.4	2.8
N#CC1(C#N)CC(C=O)=C(N)C1(C#N)CC(=O)C12CC3CC(CC(C3)C1)C2 (configuration not stated)	-3.5	-4.3	13.6	2.3	-0.3	-0.9	-1.4	-0.6	-9.6
O=C1NC[C@H](Cc2ccc(O)cc2)N(C[C@@H]2CCCN2C[C@H](Cc2ccccc2)N2C[C@H](Cc3ccccc3)N(CC3CCCCCC3)C(=O)C2=O)C1=O	-0.7	-5.7	nt	-0.3	nt	nt	0.4	-1.0	7.3
CC1=C(C(=O)N2CCOCC2)CC(CC(=O)NCCCCc2ccccc2)C(=O)N1CCCN1CCCC1=O (configuration not stated)	5.2	-2.5	-0.4	0.0	nt	-1.6	1.3	-0.6	-0.8
CCCCOP(=O)(c1ccc(N(C)C)cc1)C(O)c1ccc(C(C)C)cc1 (configuration not stated)	6.0	9.8	28.5	2.9	3.1	-1.3	1.2	12.9	9.5
Cc1ccc(-n2nc3c(N4CCC(C(=O)N5CCCCCC5)CC4)nnc(C)c3c2C)cc1	nt	5.1	32.1	-5.5	-1.0	-2.1	nt	-0.2	nt
Cc1ccnc(NC(=O)c2ccc([N+](=O)[O-])o2)c1	-1.4	1.8	-4.7	-0.7	-0.2	-1.8	nt	2.0	11.6
Cc1nc(C(C)NC(=O)c2cc(COc3ccc(F)c(F)c3)on2)cs1 (configuration not stated)	10.7	-6.4	4.3	-0.3	-2.0	-2.2	-1.8	-1.6	-4.2
COc1ccccc1NC(=O)/C(=C\c1cccnc1)NC(=O)c1ccccc1	0.1	-1.6	6.1	0.1	-0.7	nt	1.3	-0.6	-9.7
CCC(=O)N1CCc2cc(S(=O)(=O)N3CCN(C(=O)c4ccco4)CC3)ccc21	3.1	?	0.3	0.2	-0.6	-2.1	nt	-3.9	9.4
The list continues.
SMILES	PrPC surface inh	BoNT F protease	Y pestis TopoI	BoNT A protease	PfHsp40 rescue	FadD28 FP inh	TcdB GH inh	Anthrax LF prot	CCHF vOTU inh
Cc1ccc2[nH]c3c(c2c1)CCCC3NCCO (configuration not stated)	-5.0	?	-11.8	1.3	-1.2	-4.2	2.3	8.6	4.0
CCCc1cc(=O)[nH]c(SCC(=O)c2cc(C)n(C3CC3)c2C)n1	4.6	-2.0	16.4	0.4	-0.1	-3.3	nt	1.8	9.9
Cc1cc(-c2ccc(S(=O)(=O)N3CCN(c4cccc(C)c4C)CC3)s2)on1	5.5	-3.0	0.3	-0.1	-0.9	0.3	-1.7	-2.2	3.9
O=S(=O)(c1ccc(Cl)cc1)N1CCN(C(=S)NCC2CCCO2)CC1 (configuration not stated)	-3.8	-2.0	4.1	0.9	1.2	-3.0	0.3	0.5	1.0
CCC[C@H]1CN(c2ccc(Br)cc2)C(=O)[C@@H]1CC(=O)NC	-6.7	-1.9	2.8	-0.5	nt	0.9	1.3	0.6	-3.1
Cc1ccc(C(=O)N(C)CC(=O)Nc2ccc(N3CCOCC3)cc2)s1	-1.3	4.5	-1.1	4.6	-1.4	-0.2	0.1	2.4	0.7
C=CCC(NCc1ccco1)c1ccc(OC)c(OC)c1 (configuration not stated)	4.0	14.3	16.4	1.4	-0.4	-1.2	nt	9.0	4.0
CCCCn1c(=O)[nH]c2ccccc21	5.6	-3.1	0.5	0.0	-0.1	2.0	0.4	-10.8	8.5
Cc1ccc(S(=O)(=O)N2CCC(=O)N(C(COCc3ccc(C(F)(F)F)cc3)Cc3ccccc3)CC2)cc1 (configuration not stated)	-0.6	2.0	37.6	0.1	4.7	-3.7	2.4	-0.2	18.7
CC(C)CC(=O)Nc1ccc2c3c(cccc13)CC2	-11.0	-2.7	1.9	-0.4	0.6	-3.9	nt	0.2	0.1
